GLS inhibitor – qHTS for Inhibitors of Glutaminase (GLS) | GLS enzymatic activity, qHTS titration | Potency, µM (titrated, usually from 45.5 µM), without a hit: top-dose activity change, negative = inhibition, usual class: inhibitors | 0.21% of 410,000 active | AID 624170, 2012; also: potency is read from the fitted curve at half-maximal effect; % is scaled to controls: 0 for no effect and ±100 for the full control effect
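Assay buffer: 45 mM KH2PO4 pH 8.2, 0.02% Tween-20. hKGA acts on L-glutamine (1 mM solution added); product glutamate is reported by an oxidase/peroxidase Amplex Red coupling, with fluorescence taken at baseline and 30 min.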
G9a block – qHTS Assay for Inhibitors of Histone Lysine Methyltransferase G9a | 8.8% of 350,000 active | Potency, µM (top dose mostly 102 µM), for the others: top-dose activity, negative = inhibition, hits mostly inhibitors | AID 504332, 2011 | G9a H3K9 monomethylation, AlphaScreen, 2 h; also: potency is read from the fitted curve at half-maximal effect; % is scaled to controls: 0 for no effect and ±100 for the full control effect; nearly all actives have a fitted effect of over 75% in size
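Readings reflect AlphaScreen signal from monomethyl-H3K9 antibody detection. HMT at 20 nM; substrate b-H3K9 500 nM; cofactor SAM 20 uM; 2 h RT reaction; compounds tested as titrations in qHTS with 15 min preincubation.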
Tb PGK inh – qHTS Assay to Find Inhibitors of Phosphoglycerate Kinase. 0.043% of 380,000 active. Potency, µM (series often up to 57.5 µM), for the others: at the highest dose activity change, negative = inhibition, actives largely listed as inhibitors. AID 602233, 2012. PGK/GAPDH coupled, Kinase-Glo luminescence, 60 min; also: potency is read from the fitted curve at half-maximal effect; % is scaled to controls: 0 for no effect and ±100 for the full control effect; nearly all actives have a fitted effect of over 60% in size
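Recombinant glycosomal PGK reaction used 1,3-bisphosphoglycerate generated in-well by GAPDH (100nM final) in 100mM TEA pH 7.6, 5mM MgCl2, 0.01% Tween-20. After 60 minutes at room temperature, ATP was read by Kinase-Glo Plus luminescence end-point.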
BAZ2B inh – qHTS Assay for Inhibitors of BAZ2B; Bromodomain adjacent to zinc finger domain protein 2B (Homo sapiens), Q9UIF8; AlphaScreen BAZ2B-H3K14Ac peptide displacement; Potency, µM (doses to about 114 µM), without a hit: at the highest dose activity change, negative = inhibition, most hits filed as inhibitors; 4.4% of 360,000 active; also: potency is read from the fitted curve at half-maximal effect; % is scaled to controls: 0 for no effect and ±100 for the full control effect; nearly all actives have a fitted effect of over 60% in size
Target sequence (Q9UIF8 whole entry, looked up, the tested form may be a part): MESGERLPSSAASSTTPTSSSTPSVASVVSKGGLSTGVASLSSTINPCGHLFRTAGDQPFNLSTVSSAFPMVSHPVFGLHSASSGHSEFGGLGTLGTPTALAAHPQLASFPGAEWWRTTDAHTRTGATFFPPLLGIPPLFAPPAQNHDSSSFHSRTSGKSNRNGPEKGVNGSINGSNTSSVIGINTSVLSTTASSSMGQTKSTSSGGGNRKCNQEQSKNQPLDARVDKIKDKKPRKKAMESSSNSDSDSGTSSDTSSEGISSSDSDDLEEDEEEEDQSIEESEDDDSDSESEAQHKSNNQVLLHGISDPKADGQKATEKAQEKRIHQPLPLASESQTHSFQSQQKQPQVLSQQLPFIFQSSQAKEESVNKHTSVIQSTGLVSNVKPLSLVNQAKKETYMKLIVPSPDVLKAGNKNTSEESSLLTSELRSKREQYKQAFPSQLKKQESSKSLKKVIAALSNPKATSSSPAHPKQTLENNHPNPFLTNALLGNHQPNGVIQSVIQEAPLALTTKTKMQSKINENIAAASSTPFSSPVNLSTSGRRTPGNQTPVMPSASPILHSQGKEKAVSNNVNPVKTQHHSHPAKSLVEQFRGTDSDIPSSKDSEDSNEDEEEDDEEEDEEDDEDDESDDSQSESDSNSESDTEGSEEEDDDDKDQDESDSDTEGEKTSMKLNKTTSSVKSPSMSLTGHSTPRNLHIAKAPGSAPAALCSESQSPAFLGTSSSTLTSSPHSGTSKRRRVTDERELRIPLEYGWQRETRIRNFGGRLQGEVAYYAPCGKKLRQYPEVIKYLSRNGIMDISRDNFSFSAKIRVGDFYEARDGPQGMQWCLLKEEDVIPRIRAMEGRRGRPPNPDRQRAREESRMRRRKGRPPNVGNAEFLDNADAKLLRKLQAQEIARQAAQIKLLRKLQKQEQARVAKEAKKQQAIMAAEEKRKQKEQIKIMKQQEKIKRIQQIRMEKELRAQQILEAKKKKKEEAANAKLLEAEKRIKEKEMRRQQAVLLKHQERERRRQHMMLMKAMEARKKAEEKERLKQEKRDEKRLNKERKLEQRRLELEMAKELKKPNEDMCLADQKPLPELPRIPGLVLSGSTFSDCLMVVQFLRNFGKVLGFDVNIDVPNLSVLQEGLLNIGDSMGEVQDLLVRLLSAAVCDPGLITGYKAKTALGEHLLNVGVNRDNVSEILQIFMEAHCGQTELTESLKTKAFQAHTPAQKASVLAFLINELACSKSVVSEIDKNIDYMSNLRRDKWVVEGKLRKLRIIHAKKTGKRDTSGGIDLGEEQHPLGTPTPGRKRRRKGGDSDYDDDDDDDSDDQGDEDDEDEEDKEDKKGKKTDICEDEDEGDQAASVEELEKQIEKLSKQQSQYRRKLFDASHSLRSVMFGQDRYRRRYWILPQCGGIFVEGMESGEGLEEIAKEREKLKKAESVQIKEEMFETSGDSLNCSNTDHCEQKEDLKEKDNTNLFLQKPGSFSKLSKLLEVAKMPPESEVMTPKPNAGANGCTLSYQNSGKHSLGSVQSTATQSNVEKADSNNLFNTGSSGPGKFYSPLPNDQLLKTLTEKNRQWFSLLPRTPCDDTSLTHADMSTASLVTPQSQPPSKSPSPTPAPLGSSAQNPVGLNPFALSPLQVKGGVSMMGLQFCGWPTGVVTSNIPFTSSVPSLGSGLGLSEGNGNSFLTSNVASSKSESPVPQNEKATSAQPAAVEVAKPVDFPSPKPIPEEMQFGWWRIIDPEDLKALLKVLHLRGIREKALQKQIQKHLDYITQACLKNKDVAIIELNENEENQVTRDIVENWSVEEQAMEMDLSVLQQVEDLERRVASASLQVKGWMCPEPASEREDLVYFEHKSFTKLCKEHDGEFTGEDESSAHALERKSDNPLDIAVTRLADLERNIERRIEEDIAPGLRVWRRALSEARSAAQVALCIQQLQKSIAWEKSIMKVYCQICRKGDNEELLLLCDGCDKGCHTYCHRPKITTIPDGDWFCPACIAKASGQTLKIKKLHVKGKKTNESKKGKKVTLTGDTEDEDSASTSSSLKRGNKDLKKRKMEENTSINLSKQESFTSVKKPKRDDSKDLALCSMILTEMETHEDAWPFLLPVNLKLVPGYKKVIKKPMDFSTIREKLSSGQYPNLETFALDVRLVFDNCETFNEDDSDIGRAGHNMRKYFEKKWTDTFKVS
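In this displacement format the biotinylated H3(5-23) peptide acetylated at Lys14 serves as ligand at 50 nM, with BAZ2B at 50 nM in PBS pH 7.4 containing 0.01% Tween-20. Donor and acceptor beads are 10 ug/mL final.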
JMJD2A Tudor – qHTS Assay for Inhibitors of JMJD2A-Tudor Domain; Lysine-specific demethylase 4A (Homo sapiens), O75164; AlphaScreen JMJD2A-Tudor / H3K4me3 peptide binding; Potency, µM (doses to about 114 µM), inactives show top-dose activity change, negative = inhibition, hits mostly inhibitors; 4.4% of 390,000 active; also: potency is read from the fitted curve at half-maximal effect; % is scaled to controls: 0 for no effect and ±100 for the full control effect; nearly all actives have a fitted effect of over 50% in size
Pin1 inhibitor – qHTS Assay to Find Inhibitors of Pin1; Peptidyl-prolyl cis-trans isomerase NIMA-interacting 1 (Homo sapiens), Q13526; Pin1 FP peptide displacement, HiFluor488, 10 min; Potency, µM (highest dose often 115 µM), without a hit: at the top dose activity, negative = inhibition, most hits filed as inhibitors; 0.009% of 390,000 active; AID 504891, 2011; active = well fitted inhibition curve with a large enough effect in the polarisation, with a control signal flat, not every such curve was filed as active; inconclusive = small, poorly fitted or top-dose-only effect, or effect the other way, or a change in a side signal; inactive = no such curve, though single readings can be large or run the other way; the % refers to the polarisation; also: potency is read from the fitted curve at half-maximal effect; % is scaled to controls: 0 for no effect and ±100 for the full control effect
PI4K2A inh – qHTS for small molecular inhibitors of PI4K2A; Phosphatidylinositol 4-kinase type 2-alpha (Homo sapiens), Q9BTU6; purified PI4K2A, ADP-Glo luminescence, 1 h; active compounds read low; activity change, negative = inhibition, % at 76.9 µM; 0.13% of 420,000 active; in the data active = activity change below about -50%; inconclusive = mostly about -30% to -49%;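 also: -100% = wells without enzyme as full effect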
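In this quantitative HTS, ADP production by PI4K2A was quantified luminescently after 1 h at ambient temperature; 100 microM adenosine served as plate-quality control.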
POLH inh – qHTS for Inhibitors of Polymerase Eta | recombinant Pol eta, fluorescent DNA replication assay | 1.2% of 390,000 active | Potency, µM (series often up to 114 µM), for inactives: at the top dose activity change, negative = inhibition, hits mostly inhibitors | DNA polymerase eta (Homo sapiens), Q9Y253 | AID 588591, 2011; also: potency is read from the fitted curve at half-maximal effect; % is scaled to controls: 0 for no effect and ±100 for the full control effect
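Pol eta at 10 nM preincubated with compounds 15 min at room temperature; reaction started with fluorescent substrate (50 nM final) and read kinetically at 0 and 10 min.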
HP1b chromo inh – HTS for Inhibitors of HP1-beta Chromodomain Interactions with Methylated Histone Tails; Chromobox protein homolog 1 (Homo sapiens), P83916; 0.56% of 390,000 active; AlphaScreen HP1-beta / biotin-H3K9me3 peptide binding; AID 540317, 2011; Potency, µM (doses to about 114 µM), inactives show at the top dose activity change, negative = inhibition, usual class: inhibitors; also: potency is read from the fitted curve at half-maximal effect; nearly all actives have a fitted effect of over 70% in size; inactives centre near 23
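AlphaScreen: HP1-beta (50 nM) preformed 30 min with biotin-H3(1-18)K9me3 peptide (50 nM) in PBS pH 7.4, 0.01% Tween-20. Compound added for 30 min at RT, then streptavidin donor/nickel chelate acceptor beads (10 ug/mL) for 30 min.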
Active calls of the source: *; i = inactive; ? = inconclusive; . = not tested or not shown; [ ] = dose if it differs, or a comment. Unless noted, calls follow the shape of the dose curve; as a rule, active = well fitted curve in the direction sought with a large enough effect; inconclusive = small, poorly fitted or top-dose-only effect, or another doubt; inactive = no such curve, though single readings can be large; an effect the other way counts as inactive or inconclusive. These rows are one share of the data; rates above refer to the full screens.

SMILES	GLS inhibitor	G9a block	Tb PGK inh	BAZ2B inh	JMJD2A Tudor	Pin1 inhibitor	PI4K2A inh	POLH inh	HP1b chromo inh
COc1ccc(C(=O)O/N=C(\N)Cc2ccc(Cl)c(Cl)c2)cc1OC	6%	15%[59 µM]	i	5%	-21%	3%	5	-7%	22%
CCCn1c(N)c(C(=O)CSc2nc3ncc(Cl)cc3[nH]2)c(=O)n(C)c1=O	-9%	-14%[2.33 µM]	0%	1%	-33%	2%	3	-4%	22%
CCOc1ccc(C2NC(=O)c3c(COC)cc(C)nc3N2Cc2ccccc2)cc1OC (stereo not given)	-17%	13%[59 µM]	-1%	-13%	-15%	-10%	-2	-13%	41%[activator]
CC(C)N(C(=O)CSc1nnc(CN2CCCCCC2=O)n1-c1ccccn1)C(C)C	-6%	?	-6%	-27%	89µM*	?	-7	?	?
O=C(Nc1ccc(NC(=O)c2cccc([N+](=O)[O-])c2)cc1)c1cccc([N+](=O)[O-])c1	6%	3%[0.501 µM]	1%	8%	-7%	0%	-3	2%	37%
Cc1csc(NC(=O)CSc2ccc(-c3ccc(F)cc3)nn2)n1	6%	-4%	-5%	-8%	-20%	5%	6	-10%	3%
CSc1ccc(/C=C(/Sc2nnc(-c3ccccc3)o2)C(=O)O)cc1	-3%	1%	-6%	.	7%	0%	1	-4%	52%[activator]
C/C(CC(=O)Nc1ccc2c(c1)OCCO2)=N\NC(=O)C(=O)Nc1ccccc1C	0%	?	-10%	-6%	-10%	-1%	-6	-13%	28%
Cc1ccc(C2(c3ccc(C)cc3)NC(=O)N(CC(N)=O)C2=O)cc1	3%	?	-14%	-10%	-22%	-5%	4	-8%	1%
CCCC(=O)NC(c1ccc(C(C)C)cc1)c1ccc2cccnc2c1O (stereo not given)	11%	76%[activator]	-5%	-23%	-20%	-1%	3	12%	53%[activator]
CCCn1c(SCC(=O)c2cc(OC)ccc2OC)nnc1C(C)C	24%	50µM*	-2%	14%	79µM*	-9%	6	2%	27%
Cc1ccc(Sc2nnc(-c3ccccc3)cc2C#N)cc1	5%	-26%[59 µM]	1%	-23%	-11%	1%	-3	-11%	30%
CCc1ccc(NC(=O)CCS(=O)(=O)c2ccc(Cl)cc2)cc1	-1%	13%	-6%	9%	3%	-7%	0	-7%	39%[activator]
COc1ccc(-n2nc3c(N4CCC(C(=O)NCC(C)c5ccccc5)CC4)nnc(C)c3c2C)cc1 (stereo not given)	-5%	0%	0%	-12%	?	?	6	-17%	22%
CCCCCn1cc2c(c1-c1ccc(Cl)cc1)c(=O)n(C)c(=O)n2C	-6%	-37%[59 µM]	-1%	-13%	-21%	-5%	1	-1%	-10%
Cc1ccc(NC(=O)COc2nc(C)cs2)cc1	1%	7%[12.7 µM]	-7%	-5%	-30%	-8%	1	6%	8%
CCn1c(=O)c(C(=O)NC(C)C)c(O)c2ccccc21	-3%	8%	.	-21%	20%	1%	-1	-10%	67%[activator]
CCOC(=O)N1CCN(c2c(NCc3ccccc3Cl)c(=O)c2=O)CC1	21%	20%	-5%	-9%	-7%	1%	2	-1%	31%
C=CCO/N=C(/CCC)C1=C(N)CC(C)(C)CC1=O	7%	.	14%	-7%	-4%	-2%	-2	-4%	-1%
Cc1[nH]c2ccccc2c1C(=O)C(C)OC(=O)c1ccc(Cl)nc1 (stereo not given)	-3%	-47%	0%	-33%	-5%	28%	0	-16%	25%
Cn1cc(CN2CCC(CO)(CCCc3ccccc3)CC2)c(-c2ccccc2)n1	2%	.	7%	-8%	-7%	-2%	-2	-19%	33%[activator]
CN(C)c1ccc(-c2nnc(-c3cccs3)o2)cc1	7%	8%[59 µM]	i	-1%	9%	0%	-1	-16%	44%[activator]
CCOc1ccc(C(=O)NCCn2cc(SCC(=O)Nc3cc(C)on3)c3ccccc32)cc1	-3%	-7%[59 µM]	-5%	79µM*	-19%	?	4	-2%	19%
CCCn1c(NCc2ccco2)nc2ccccc21	10%	16%[59 µM]	1%	-9%	-13%	2%	6	-8%	12%
Cc1ccnc(NC(=O)C(C)N2C(=O)c3ccccc3C2=O)c1 (stereo not given)	0%	11%	i	-23%	-1%	-12%	-2	-19%	29%
O=C(CNS(=O)(=O)c1cccs1)N1CCN(c2ccccc2Cl)CC1	-4%	3%[59 µM]	-6%	0%	-18%	9%	3	-22%	5%
CCOC(=O)CSc1nc2cc(C(=O)OC)ccc2c(=O)n1CCN1CCOCC1	9%	12%	-7%	-5%	-14%	?	-2	1%	10%
Oc1ccc(/C=N/N=C/c2ccc(O)cc2)cc1	8%	?	-3%	-29%	-25%	-9%	-5	-9%	28%
CN(C)S(=O)(=O)N1CCC(Oc2cccc(C(=O)N3CCCCCCC3)c2)CC1	5%	.	i	2%	-18%	1%	-7	-10%	25%
CCOC(=O)COc1ccccc1/C=C1\NC(=O)NC1=O	4%	0%[59 µM]	-11%	-12%	-11%	-9%	1	-14%	18%
CCOC(=O)C1(Cc2ccccc2C(F)(F)F)CCN(C(C)CSC)CC1 (stereo not given)	10%	-20%	-3%	-30%	-24%	0%	-2	-2%	31%
COc1ccc(-n2cc(C(=O)NCCc3cc(OC)ccc3OC)c3ccccc3c2=O)cc1	1%	?	-8%	?	50µM*	-8%	0	-10%	-6%
CCc1ccc(C(=O)NC(CCSC)C(=O)O)cc1 (stereo not given)	1%	-6%[59 µM]	-8%	8%	-4%	4%	2	-7%	29%
CC(=O)c1cc(-c2ccc(F)cc2)n(CC(=O)NCc2cccs2)c1C	-7%	-4%	-6%	-28%	9%	5%	-10	-3%	19%
O=C(Nc1nccs1)c1cc(Cl)nc2ccccc12	4%	.	-5%	-15%	1%	10%	-7	-19%	6%
O=C(N/N=C/c1ccc(-c2cccc(C(F)(F)F)c2)o1)c1ccccc1Br	-4%	20%[0.501 µM]	.	?	-15%	?	-2	-11%	22%
CCCCCn1c(CNC(=O)c2cccs2)nc2ccccc21	3%	7%[59 µM]	-1%	8%	-8%	5%	-4	-4%	20%
COc1ccc(C2C=C(c3ccccc3)Nc3nc(NC(=O)/C=C/c4ccccc4OC)nn32)cc1 (stereo not given)	-4%	-7%[59 µM]	i	-12%	-17%	6%	-2	-5%	29%
Cc1ccc(C(=O)NNC(=O)C2CCN(c3nccc(C)n3)CC2)cc1	15%	20%[0.501 µM]	.	1%	-12%	-1%	-2	-5%	14%
CN(CC(=O)NCCCN1CCOCC1)S(=O)(=O)c1ccc(Br)cc1	-15%	2%[12.7 µM]	-3%	32%[activator]	3%	2%	-3	-17%	31%[activator]
COc1ccccc1N1CCN(C2CCCN(C(=O)c3cscn3)C2)CC1 (stereo not given)	17%	-3%	14%	-8%[57.1 µM]	5%	1%	0	-15%	39%
CCOc1ccc(S(=O)(=O)NC2CCCC2)cc1C	15%	.	2%	8%	-6%	-10%	-1	-12%	35%
C=CCN(C(=O)c1csnn1)C(C(=O)NC1CCCC1)c1c(F)cccc1Cl (stereo not given)	3%	8%	-1%	-14%	-9%	7%	-1	-12%	22%
COc1ccccc1N1CCN(C(=O)c2cn(C)c3ccc(S(=O)(=O)N(C)C4CCCCC4)cc3c2=O)CC1	2%	9%[59 µM]	-1%	.	4%	6%	2	-15%	32%
O=C(Cc1cccs1)N/N=C/c1ccc(OCc2ccccc2)cc1	3%	13%[59 µM]	-8%	5%	-10%	-1%	-28	-16%	12%

Filtered by structure: the compounds so far with a COOH group.
SMILES	GLS inhibitor	G9a block	Tb PGK inh	BAZ2B inh	JMJD2A Tudor	Pin1 inhibitor	PI4K2A inh	POLH inh	HP1b chromo inh
CSc1ccc(/C=C(/Sc2nnc(-c3ccccc3)o2)C(=O)O)cc1	-3%	1%	-6%	.	7%	0%	1	-4%	52%[activator]
CCc1ccc(C(=O)NC(CCSC)C(=O)O)cc1 (stereo not given)	1%	-6%[59 µM]	-8%	8%	-4%	4%	2	-7%	29%

Continuation.
SMILES	GLS inhibitor	G9a block	Tb PGK inh	BAZ2B inh	JMJD2A Tudor	Pin1 inhibitor	PI4K2A inh	POLH inh	HP1b chromo inh
CCOC(=O)C1(Cc2cccc(F)c2)CCN(C(=O)C2CCOCC2)CC1	9%	1%	20%	2%	13%	-6%	0	-21%	46%[activator]
N#C/C(=C\c1cccnc1)C(=O)Nc1ccc(S(N)(=O)=O)cc1	-13%	-44%	-2%	-20%	-11%	-10%	2	-17%	29%
CC(=O)n1c2ccccc2c2c1c1ccccc1n2C	0%	-42%[59 µM]	i	-38%	-6%	2%	6	-12%	43%[activator]
CN(C)C(=O)CCc1ccc2c3c([nH]c2c1)[C@]1(CCc2ccccc2)[C@@H](C(=O)N2CCCCC2)C[C@H](CC(=O)NCc2ccco2)C(=O)N1CC3	-2%	.	8%	.	-30%	2%	1	-21%	20%
Cn1cc(S(=O)(=O)c2cccc(Cl)c2)c(=O)c2cc(F)c(N3CCN(c4ccccc4)CC3)cc21	7%	-29%[59 µM]	-2%	-4%	-18%	7%	2	14%	32%
CC(=O)C(Cc1ccccc1)NC(=O)COC(=O)c1cccc(C)c1[N+](=O)[O-] (stereo not given)	6%	.	-11%	.	-11%	2%	-3	-11%	11%
Cc1cccc(NC2=C(Cl)C(=O)OC2NC(=O)c2ccccc2)c1 (stereo not given)	5%	2%	-16%	11%	-8%	-2%	6	2%	2%
O=C(Nc1ccc(N2CCOCC2)cc1)c1cccnc1	46%[activator]	?	-9%	8%	-5%	2%	-3	-2%	23%

Assay outcomes as filed in PubChem.
